GLP1R ag – activates the human GLP-1 receptor; P43220; HEK293 GLP-1R CRE-luciferase, luminescence, 4-6 h; cells express a hypersensitive GLP-1R form; Potency, µM (series often up to 45.6 µM), for the others: at the highest dose activation, most hits filed as activators; 380,000 compounds, 0.007% hits; note: potency is the fitted concentration of half-maximal effect; % of control where 0% means no effect
PTHR1 ag – agonists of human PTHR1 parathyroid hormone receptor. HEK293 GP2 PTHR1 cells, GloSensor cAMP luminescence, 1 h. Potency, µM (doses to about 115 µM), inactives show at the highest dose activation, hits mostly activators. 410,000 compounds, 0.075% hits. AID 743266; note: potency is the fitted concentration of half-maximal effect; nearly all actives have a fitted effect of over 55% in size; some results filed as inactive show a strong effect at the top dose; inactives centre near -15; many of its hits are not listed in these tables
Target sequence (Q03431 whole entry, looked up): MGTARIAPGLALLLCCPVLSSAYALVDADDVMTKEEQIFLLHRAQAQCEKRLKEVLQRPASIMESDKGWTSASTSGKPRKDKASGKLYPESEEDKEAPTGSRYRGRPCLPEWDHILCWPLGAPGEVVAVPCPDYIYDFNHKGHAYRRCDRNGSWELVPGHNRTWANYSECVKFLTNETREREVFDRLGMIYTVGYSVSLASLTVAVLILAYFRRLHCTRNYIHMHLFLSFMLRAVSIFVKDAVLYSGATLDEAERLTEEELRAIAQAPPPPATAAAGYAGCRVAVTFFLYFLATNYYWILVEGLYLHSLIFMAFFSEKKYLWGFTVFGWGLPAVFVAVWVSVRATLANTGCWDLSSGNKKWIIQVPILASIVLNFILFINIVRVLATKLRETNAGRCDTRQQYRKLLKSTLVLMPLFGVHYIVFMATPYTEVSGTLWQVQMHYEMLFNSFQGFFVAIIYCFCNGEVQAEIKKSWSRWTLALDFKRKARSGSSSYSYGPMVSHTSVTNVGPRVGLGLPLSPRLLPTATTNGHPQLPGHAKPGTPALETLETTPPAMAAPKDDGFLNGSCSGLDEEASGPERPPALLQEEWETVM
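HEK-293-derived GP2 cells expressing PTHR1 and a GloSensor cAMP reporter, 3,000/well, plated overnight, given luciferin plus IBMX (each 0.5 mM as added) for 1 h at 37 °C, then compound for 1 h at 37 °C. Luminescence was read after 15 min at room temperature.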
FUS yeast rescue – suppressors of FUS proteinopathy in yeast | S. cerevisiae FUS-expressing, growth rescue, OD600, 24 h | AID 1347120 | Potency, µM (titrated, usually from 76.6 µM), for the others: top-dose growth rescue (activation), most hits filed as activators | 390,000 compounds, 0.24% hits;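 note: potency is the fitted concentration of half-maximal effect; plate controls were DMSO vehicle for no effect and reference control for full effect; nearly all actives have a fitted effect of over 55% in size; some results filed as inactive show a strong effect at the top dose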
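Quantitative HTS measuring growth restoration of FUS-toxic yeast. Galactose-induced cells (OD 0.005) were exposed 24hr at 30C to compounds at several concentrations, then absorbance at 600 nm was recorded.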
GLP-1R inv ag – acts as inverse agonist at human GLP-1 receptor; HEK293 GLP-1R CRE-luciferase, luminescence, 24 h; GLP-1R form is constitutively active; Potency, µM (top dose mostly 38.3 µM), without a hit: top-dose activity change, negative = inhibition, usual class: inhibitors; 410,000 compounds, 1.6% hits; AID 624417; note: potency is the fitted concentration of half-maximal effect; % is set by controls: 0 for no effect and ±100 for the full control effect; nearly all actives have a fitted effect of over 55% in size
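Stable HEK293 clone (constitutively active GLP-1R + cAMP-response luciferase); 200 cells/uL plated, 12 h pre-culture, compound 24 hr, 37 deg C/5% CO2; detection reagent 12 min RT; luminescence.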
Abeta yeast res – compounds reversing amyloid beta toxicity in yeast. Potency, µM (top dose mostly 46.1 µM), without a hit: at the top dose growth rescue, usual class: activators. 410,000 compounds, 0.063% hits. yeast expressing A-beta42, growth rescue, OD600, 48 h; response scale: 0% DMSO, 100% iron-clioquinol control; note: potency is the fitted concentration of half-maximal effect; nearly all actives have a fitted effect of over 55% in size
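Yeast growth medium received pinned compounds, then yeast cells expressing toxic A-beta were added; plates incubated at 30 C for 48 hr. Growth read as absorbance at 600 nm, normalized to DMSO and equimolar FeCl3 plus clioquinol controls.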
aSyn yeast inh – inhibitors of alpha-synuclein toxicity in yeast | AID 652106 | 370,000 compounds, 0.14% hits | Yeast expressing alpha-synuclein, growth rescue, BacTiter-Glo, 24 h | Potency, µM (top dose mostly 46.1 µM), for the others: top-dose growth rescue (activation), hits mostly activators; note: potency is the fitted concentration of half-maximal effect; % of control where 0% means no effect; nearly all actives have a fitted effect of over 65% in size
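Readout is rescue of growth in alpha-synuclein-expressing yeast, so inhibitors of toxicity appear as activators. Growth after 24 hr at 30 deg C in galactose medium is quantified by luminescence.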
TDP43 rescue – inhibitors of TDP-43 toxicity in yeast. TDP-43 expressing yeast growth rescue, BacTiter-Glo, 24 h. Potency, µM (doses to about 46.1 µM), for inactives: at the highest dose growth rescue (activation), usual class: activators. 410,000 compounds, 1.8% hits. AID 652104; note: potency is the fitted concentration of half-maximal effect; % of control where 0% means no effect; nearly all actives have a fitted effect of over 50% in size
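Yeast cells expressing TDP-43 under galactose induction are exposed to compounds for 24 hr at 30 deg C. BacTiter-Glo luminescence measures growth, so protective compounds score as activators.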
Akt phos inh – inhibitors of Akt phosphorylation | activity change, % for hits at 50 µM | AID 651550 | Neuro2A IGF-stimulated pAkt S473 HTRF, 20 min; hits give low values | 360,000 compounds, 0.32% hits; in the data active = activity change below about -80%; inconclusive = mostly about -51% to -80%; note: % is set by controls: 0 for no effect and ±100 for the full control effect
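Single-point screen (50 µM final compound) in Neuro2A cells stimulated 20 min with 6 nM IGF at 37 deg C. After lysis, Ser473-phosphorylated Akt read by HTRF (ex 330 nm, em 615/665 nm) as the 665/615 ratio.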
DRD3 antagonist – blocks the human D3 dopamine receptor; D3R cells, DiscoveRx beta-arrestin luminescence, antagonist mode; hits give low values; max response, negative = inhibition, %; 360,000 compounds, 2.5% hits; in the data active = max response below about -50%; inconclusive = no clear call, values can overlap the other calls; note: % is set by controls: 0 for no effect and ±100 for the full control effect; mostly tested at two doses, the higher about 12 µM
Target sequence (P35462 whole entry, looked up): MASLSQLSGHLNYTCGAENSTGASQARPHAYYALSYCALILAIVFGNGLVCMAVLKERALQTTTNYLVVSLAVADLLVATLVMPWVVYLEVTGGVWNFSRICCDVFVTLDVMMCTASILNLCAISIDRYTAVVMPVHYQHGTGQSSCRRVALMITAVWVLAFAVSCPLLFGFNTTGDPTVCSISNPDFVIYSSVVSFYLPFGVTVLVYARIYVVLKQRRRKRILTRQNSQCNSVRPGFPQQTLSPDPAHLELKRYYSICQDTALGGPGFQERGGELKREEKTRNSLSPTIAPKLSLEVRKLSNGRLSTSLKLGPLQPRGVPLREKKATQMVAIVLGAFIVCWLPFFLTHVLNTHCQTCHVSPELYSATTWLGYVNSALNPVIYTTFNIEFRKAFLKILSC
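Cells expressing the human receptor were seeded at 1500 cells/well, incubated overnight at 37 degrees C in 5% CO2, then exposed to library compounds with dopamine controls for 90 minutes at 37 degrees C before luminescent detection.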
* marks the source's active call; other numbers are inactive results; i = inactive; u = inconclusive; x = not tested or not shown; [ ] = another dose, or the depositor's remark. Unless noted, calls come from the whole dose curve; as a rule, active = well fitted curve in the direction sought with a large enough effect; inconclusive = small, poorly fitted or top-dose-only effect, or another doubt; inactive = no such curve, though single readings can be large; an effect the other way counts as inactive or inconclusive.

Value order – Akt phos inh | DRD3 antagonist | aSyn yeast inh | TDP43 rescue | GLP1R ag | FUS yeast rescue | PTHR1 ag | Abeta yeast res | GLP-1R inv ag
Cc1ccc(C(=O)c2cn(Cc3cccc(Cl)c3)c3nc(C)ccc3c2=O)cc1
    x | x | x | u | -0.6% | 16.5% | -10.2% | 7.7% | u
CN(C(=O)COC(=O)c1ccccc1SCC(=O)NC1CCCCCCC1)C1CCS(=O)(=O)C1 (configuration not stated)
    i | 16.5 | -3.4% | 21.8% | 0.1% | -1.8% | -15.9% | 7.5% | 14.3%
COc1ccc(-c2noc(-c3ccc(C)cc3Cl)n2)cc1OC
    x | x | x | -10.1% | x | 1.6% | i | 1.9% | 32.1%[activator]
COc1cccc(C2C(C(=O)Nc3ccccc3OC)=C(C)Nc3nc(-c4ccco4)nn32)c1 (configuration not stated)
    x | x | x | u | x | 31.3% | i | 13.8% | -8.0%
Cn1c(=S)ccc2ccccc21
    i | 2.3 | -7.0% | -8.1% | 7.4% | -3.1% | i | 9.4% | 27.3%
CSc1ccccc1C(=O)NCCOc1cccc(C)c1
    i | -2.5 | 2.5% | u | 4.6% | 31.0% | -18.6% | -14.6% | u
CCCS(=O)(=O)c1c(S(=O)(=O)CCC)c2ccc(C(N)=O)cn2c1C(=O)OC
    i | 4.4 | 2.3% | 1.0% | 6.5% | -4.3% | -35.8%[inhibitor] | 7.1% | 19.5%
COc1ccc(Cl)cc1NC(=S)N(CCN1CCOCC1)C1CCN(C(C)=O)CC1
    i | 3.8 | -5.1% | -8.0% | 15.8% | -7.8% | -9.9% | 16.9% | 7.1%
CC1CCc2c(sc3nc(CN4CCOCC4)nc(Sc4ccccc4)c23)C1 (configuration not stated)
    i | 18.7 | 9.3% | u | -8.0% | x | i | -4.1% | -9.1%
Nc1ccc(OCC(O)C[n+]2ccc(CCS(=O)(=O)[O-])cc2)cc1 (configuration not stated)
    i | 15.8 | u | 10.0% | -5.0% | -34.1% | i | 7.0% | 8.2%
CC(C)CN(CCNC(=O)c1cc(-c2cccs2)nc2ccccc12)CC(C)C
    x | x | x | 16.4% | 1.2% | -13.8% | i | 3.7% | -25.5%
CCNC(=O)C1CCCN(C(=O)c2ccc(C)c(F)c2)CC1 (configuration not stated)
    i | u | -4.0% | 19.8% | 4.9% | -20.2% | i | 8.1% | 17.3%
CCCCCCCCNS(=O)(=O)CCNCCCC
    i | -10.3 | 13.4% | 8.5% | 12.0% | -11.1% | -30.3% | -2.4% | u
Cn1c(=O)c2c(-c3ccccc3Cl)n(Cc3ccc(Cl)cc3)cc2n(C)c1=O
    x | x | x | 22.9% | x | -23.2% | i | -6.3% | -3.2%
CCC(=O)n1nc(-c2ccccc2)nc1NCc1ccccc1
    i | -17.9 | -13.1% | 23.4% | 16.9% | 15.3% | -11.6%[57.5 µM] | 7.1% | 0.0%
CC1CC(C)C[N+](=C2C=C(N3CCCC3)CC(C)(C)C2)C1 (configuration not stated)
    i | 3.1 | -3.1% | 23.0% | -0.6% | -37.9% | -8.2% | 13.5% | u
OCCN(Cc1ccccc1)Cc1ccc(C(F)(F)F)cc1
    i | -16.5 | 1.0% | 3.8% | 0.9% | 8.5% | 9.4%[57.5 µM] | -1.2% | u
COCCNC(=O)Cn1ccc2cc(S(=O)(=O)N3CCCCC3)ccc21
    i | 16.5 | -1.1% | 20.5% | 0.1% | 1.0% | i | 12.8% | 6.9%
CC1=C(C(=O)Nc2cc(C(=O)NCc3ccccc3)ccc2C)SCCO1
    i | 0.2 | -7.4% | 10.1% | -3.2% | 0.3% | -53.4%[inhibitor] | 7.9% | u
CCN1C(=O)[C@H]2[C@@H](c3ccc(C)cc3)N[C@]3(CCCN(Cc4ccc(OC)cc4)C3=O)[C@H]2C1=O
    i | -2.7 | -2.8% | 20.2% | -2.6% | 9.2% | -9.5% | 9.8% | -1.6%
CCOC(=O)C1CCN(C(=O)CN(c2cc(Cl)ccc2OC)S(=O)(=O)c2ccccc2)CC1
    i | 4.1 | 29.9% | -24.7% | 5.4% | 29.7% | 6.3% | u | -23.6%
Nc1nnc(CCS(=O)(=O)c2cc(Cl)ccc2Cl)s1
    i | 11.6 | 3.3% | -1.0% | -8.5% | -10.0% | i | 2.8% | 0.6%
N#CCCN(Cc1ccccc1)C(=O)c1cccs1
    i | 10.5 | -0.4% | 1.9% | 7.5% | -22.1% | i | 2.0% | 12.6%
NC(=S)Nc1cc2ccccc2c2ccccc12
    i | -63.5* | 0.3% | 22.4µM* | -8.6% | -5.0% | -28.7%[57.5 µM] | 22.5% | -20.6%
O=C(c1ccccc1)C(O)C(c1ccccc1)N1CCOCC1 (configuration not stated)
    i | -3.1 | -3.6% | 5.1% | -1.1% | -8.5% | i | 16.6% | 6.3%
CC(C)NC(=O)N(C)C[C@H]1Oc2ccc(NC(=O)C3CCCCC3)cc2C(=O)N([C@H](C)CO)C[C@@H]1C
    i | 0.0 | -0.6% | -4.4% | 1.8% | 5.2% | -8.8% | -26.5% | 10.5%
CC(C)CCOC(=O)C1C2C=CC3(CN(Cc4cccs4)C(=O)C13)O2 (configuration not stated)
    i | 7.4 | -6.0% | 9.5% | -3.2% | -17.7% | i | -21.5% | 9.6%
Cc1cccn2c(=O)c(C(=O)NC3CCCCC3)c(O)nc12
    x | 2.3 | 1.1% | -33.5%[inhibitor] | -4.9% | -21.9% | -72.3%[inhibitor] | -12.9% | -4.7%
CC1CCC(NC(=O)c2ccc(CS(=O)(=O)c3c(Cl)cccc3Cl)o2)CC1 (configuration not stated)
    x | x | x | 35.5µM* | x | 23.8% | -32.6%[inhibitor] | 6.1% | u
CN(C)S(=O)(=O)c1ccc(/C(O)=C2/C(=O)C(=O)N(Cc3cccnc3)C2c2ccco2)cc1 (configuration not stated)
    i | 0.0 | 0.0% | 7.7% | 0.4% | -7.3% | i | -1.2% | 3.8%
CC(C)C1N=C2c3ccccc3N=C(SCC(=O)NCc3ccc(F)cc3)N2C1=O (configuration not stated)
    x | x | x | 11.3% | x | 16.2% | i | -13.9% | 18.1%
CC(NC(=O)NC(=O)c1ccc(Cl)cc1Cl)C1CC1 (configuration not stated)
    i | -1.0 | 0.1% | u | 6.9% | -0.2% | -12.8% | 13.7% | -6.7%
O=c1c2ccccc2cnn1-c1nc2ccccc2[nH]1
    i | 0.9 | -71.0%[inhibitor] | -70.4%[inhibitor] | -6.8% | -6.1% | -44.8% | -76.3%[inhibitor] | u
CCCC(=O)N1CC(=O)Nc2ccc(Cl)cc2C1c1ccccc1 (configuration not stated)
    x | x | x | 15.7% | x | -8.8% | -40.5%[inhibitor] | 7.9% | -15.5%
CC(C)NC(=O)CN1CCN(C(=O)c2ccc3oc(CCCc4ccccc4)nc3c2)CC1
    i | 14.4 | -8.5% | 6.3% | 2.9% | x | i | 12.0% | -7.4%
Cc1nc2cc(N)ccc2n1C1CCCCC1
    i | 22.9 | 0.8% | 10.1% | 26.6% | 4.5% | -59.9%[inhibitor] | 8.3% | 42.0%[activator]
CN(N=Nc1ccccc1C(=O)O)C1CCCCC1
    i | -8.4 | 7.9% | 14.4% | -2.4% | 14.6% | -8.0% | -18.6% | 3.1%
O=C(O)c1cnn2c1NC(c1cccs1)CC2C(F)(F)F (configuration not stated)
    i | -0.2 | -2.8% | 8.7% | -16.2% | -23.6% | -3.5% | -19.3% | 14.6%
COc1cccc(CNC(=O)CCCCCNC(=O)N2CCn3c2nc2ccccc23)c1
    i | 2.7 | 5.5% | 12.4% | 4.0% | 14.0% | -17.9% | -8.6% | u
Cc1ccc(NC(=O)CSc2n[nH]c(N)n2)cc1S(=O)(=O)N1CCOCC1
    i | -5.5 | -2.0% | 6.6% | -0.3% | -16.2% | -5.3% | 4.9% | 7.0%
[O-][N+]1=C(c2cccs2)CN(O)C1
    i | 21.7 | 0.6% | -14.6% | 4.6% | 20.6% | -7.5%[57.5 µM] | 17.9% | 2.4%
CS(=O)(=O)N(CC(=O)NCCSc1ccccn1)c1ccc(F)cc1
    i | -6.7 | -4.8% | -16.3%[0.397 µM] | 1.0% | 33.4% | u | -0.5% | 7.4%
Cc1ccc(OCCN2C(=O)CSC2=O)cc1
    i | u | 0.0% | 18.0% | -6.9% | -5.8% | -12.8%[57.5 µM] | -11.1% | -0.6%
COc1ccccc1-n1c(SCC(=O)NC2CC2)nc2ccccc2c1=O
    i | 8.8 | -4.2% | 9.5% | -3.4% | -16.0% | -11.1% | 24.1% | -9.4%
O=C(CNS(=O)(=O)c1ccccc1)OCC(=O)c1ccccc1Cl
    i | -9.9 | 5.1% | 13.0% | 0.2% | 21.3% | i | 5.3% | 2.3%
COc1ccc(NC(=S)N(CCN2CCOCC2)Cc2cc3cc4c(cc3[nH]c2=O)OCCO4)cc1
    i | 6.8 | 1.6% | 1.5% | 12.2% | -1.5% | -1.3% | 0.1% | 102.2%[activator]

2 entries from above in a different format.
structure	Akt phos inh	DRD3 antagonist	aSyn yeast inh	TDP43 rescue	GLP1R ag	FUS yeast rescue	PTHR1 ag	Abeta yeast res	GLP-1R inv ag
COc1ccccc1-n1c(SCC(=O)NC2CC2)nc2ccccc2c1=O	i	8.8	-4.2%	9.5%	-3.4%	-16.0%	-11.1%	24.1%	-9.4%
O=C(CNS(=O)(=O)c1ccccc1)OCC(=O)c1ccccc1Cl	i	-9.9	5.1%	13.0%	0.2%	21.3%	i	5.3%	2.3%

Not all compounds are listed; count on the stated rates, not on these rows.
